RORg inh: ROR gamma (mouse) transcription inhibition; hit rate 5.4% among 310,000; P51450; Potency, µM (top dose mostly 53.6 µM), for inactives: at the top dose activity change, negative = inhibition, usual class: inhibitors; Drosophila S2 Gal4-RORgamma UAS-luciferase reporter, 20 h; also: potency is read from the fitted curve at half-maximal effect; % is scaled to controls: 0 for no effect and ±100 for the full control effect; nearly all actives have a fitted effect of over 60% in size
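Schneider cells (Drosophila), stable Gal4 DBD–ROR gamma + UAS-luc; 1 hr cmpd preincubation; Cu2+ induction 700 uM final; 20 hr ambient; luminescence.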
PKM2 activator: activators of human pyruvate kinase M2. purified PKM2, Kinase-Glo ATP luminescence, activation; response scale: 0% is enzyme alone, no compound. Potency, µM (top dose mostly 57.5 µM), for the others: at the top dose activation, usual class: activators. hit rate 0.34% among 260,000; also: potency is read from the fitted curve at half-maximal effect; % is scaled to controls: 0 for no effect and ±100 for the full control effect; nearly all actives have a fitted effect of over 55% in size
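Purified hPK-M2 (>95% pure) converted ADP (0.1 mM final) to ATP with 0.5 mM PEP in 50 mM imidazole pH7.2, KCl, MgCl2, Tween 20, BSA; 1 h at room temperature. ATP detected by Kinase-Glo luminescence.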
Mito fusion act: inhibitors of mitochondrial division or activators of mitochondrial fusion. S. cerevisiae fusion-defective mutant growth rescue, CellTiterGlo 48 h. Potency, µM (top dose mostly 46.1 µM), for the others: top-dose growth rescue (activation), most hits filed as activators. hit rate 0.23% among 320,000. AID 485298;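 also: potency is read from the fitted curve at half-maximal effect; % of control where 0% means no effect; nearly all actives have a fitted effect of over 45% in size; temperature-sensitive fusion mutants such as fzo1-1 at 37 °C on non-fermentable ethanol glycerol medium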
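Compounds are tested for their ability to restore growth of mitochondrial fusion-defective yeast strains at non-permissive 37C in YPEG medium over 48 hours. Viability is quantified by luciferase luminescence.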
Rab9 promoter act: Rab9 promoter activation. hit rate 2.8% among 320,000. Potency, µM (series often up to 9.22 µM), for the others: top-dose activation, negative = inhibition, actives largely listed as activators. AID 485297. Huh7 Rab9 promoter-luciferase reporter, luminescence, 24 h; also: potency is read from the fitted curve at half-maximal effect; % of control where 0% means no effect; nearly all actives have a fitted effect of over 60% in size
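Steps: seed 1500 Huh7 Rab9-luc cells per well, rest 2 h at 37 °C; add compound in DMSO; incubate 24 h; add luciferase reagent, 10 min ambient; read luminescence.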
MBNL1-CUG inh: MBNL1-poly(CUG) RNA binding inhibition; TR-FRET MBNL1-His/biotin-(CUG)12 binding, 665/545 ratio; hit rate 0.036% among 280,000; AID 2675; Potency, µM (top dose mostly 57.5 µM), without a hit: top-dose activity change, negative = inhibition, usual class: inhibitors; active = well fitted inhibition curve with a large enough effect in the signal ratio, with a control signal flat, not every such curve was filed as active; inconclusive = small, poorly fitted or top-dose-only effect, or effect the other way, or a change in a side signal; inactive = no such curve, though single readings can be large or run the other way; the % refers to the signal ratio; also: potency is read from the fitted curve at half-maximal effect; % is scaled to controls: 0 for no effect and ±100 for the full control effect
Target sequence (Q9NR56 whole entry, looked up): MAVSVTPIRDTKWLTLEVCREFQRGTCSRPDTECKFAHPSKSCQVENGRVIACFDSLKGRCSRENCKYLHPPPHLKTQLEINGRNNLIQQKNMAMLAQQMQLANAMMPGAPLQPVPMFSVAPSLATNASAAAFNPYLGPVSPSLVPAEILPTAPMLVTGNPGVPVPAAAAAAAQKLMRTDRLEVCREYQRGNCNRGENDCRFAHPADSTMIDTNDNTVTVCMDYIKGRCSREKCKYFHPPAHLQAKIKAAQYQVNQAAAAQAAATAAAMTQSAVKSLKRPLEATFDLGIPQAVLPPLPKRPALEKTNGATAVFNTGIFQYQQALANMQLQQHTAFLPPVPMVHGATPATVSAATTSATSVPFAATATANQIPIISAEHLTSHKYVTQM
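Compound titration spanned 92 nM–58 uM against the MBNL1-His/biotin-(CUG)12 complex. After 60 min at room temperature with 5 nM streptavidin-XL665 and 0.055 ng/ul terbium anti-His, ratiometric 665/545 nm emission (Ex 340 nm) normalized to controls.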
ELG1 DNA repair: inhibitors of ELG1-dependent DNA repair in HEK293T cells; Potency, µM (top dose mostly 46.1 µM), for inactives: at the highest dose activity change, negative = inhibition, actives largely listed as inhibitors; hit rate 2.3% among 330,000; HEK293T ELG1-luciferase reporter, luminescence, 16 h; DNA damage induced by 5-fluorouridine; AID 504467; also: potency is read from the fitted curve at half-maximal effect; % is scaled to controls: 0 for no effect and ±100 for the full control effect; nearly all actives have a fitted effect of over 55% in size
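5-Fluorouridine DNA damage + compound/DMSO, 2,000 cells/well, 16 h, 37 °C/5% CO2. ONE-Glo, 30 min RT, luminescence. Readout = decrease in reporter signal.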
KCNH2 3.1 inh: KCNH2 3.1 (human) potassium channel inhibition; activity change, % (tested at about 1.8 µM); hit rate 0.95% among 340,000; U2OS KCNH2 3.1, thallium flux FluxOr; active compounds read low;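 active = maximum activity change below -70%; inconclusive = maximum activity change from -70% to -50%; inactive = maximum activity change above -50%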;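 also: thallium influx rate constant from kinetic fluorescence after stimulation buffer; % is scaled to controls: 0 for no effect and ±100 for the full control effect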
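FluxOr-based Tl+ influx in U2OS cells transduced with KCNH2 3.1 virus; rate constants normalized to DMSO controls.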
FLuc modulator: firefly luciferase modulation, counter-screen for miR-21 project | purified FLuc, Km substrates, luminescence inhibition | P08659 | AID 588342 | hit rate 6.9% among 360,000 | Potency, µM (series often up to 57.5 µM), for the others: at the highest dose activity change, negative = inhibition, actives largely listed as inhibitors;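 also: potency is read from the fitted curve at half-maximal effect; plate controls were vehicle for no effect and reference inhibitor for full effect; nearly all actives have a fitted effect of over 55% in size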
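Biochemical qHTS of compounds, final roughly 60 µM downward over six points, against 10 nM purified firefly luciferase using Km concentrations of substrates (10 uM D-luciferin, 10 uM ATP) in Tris acetate pH 7.5 buffer; luminescence output.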
NPC1 promoter act: activators of NPC1 promoter | hit rate 2.4% among 320,000 | Potency, µM (highest dose often 9.22 µM), without a hit: at the top dose activation, hits mostly activators | AID 485313 | Huh7 NPC1 promoter luciferase reporter, 24 h;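 also: potency is read from the fitted curve at half-maximal effect; % of control where 0% means no effect; nearly all actives have a fitted effect of over 60% in size; reporter is driven by a mutant NPC1 promoter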
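Stably transfected Huh7 (NPC1 promoter→luciferase), 1500 cells/well in Opti-MEM + 10% FBS, 2 h settle, then compound 24 h at 37 °C. Luminescence after 10 min with Amplite reagent.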
Menin-MLL TR inh: menin-MLL binding inhibition, Texas Red mutant peptide | O00255 | Menin + Texas Red MLL mutant peptide, fluorescence polarization | Potency, µM (series often up to 61.6 µM), inactives show at the highest dose FP activity change, negative = inhibition, usual class: inhibitors | hit rate 0.23% among 270,000 | AID 1768; active = well fitted inhibition curve with a large enough effect in the polarisation, with a control signal flat, not every such curve was filed as active; inconclusive = small, poorly fitted or top-dose-only effect, or effect the other way, or a change in a side signal; inactive = no such curve, though single readings can be large or run the other way; the % refers to the polarisation; also: potency is read from the fitted curve at half-maximal effect; % of control where 0% means no effect; many of its hits are not listed in these tables
Target sequence (O00255 whole entry, looked up): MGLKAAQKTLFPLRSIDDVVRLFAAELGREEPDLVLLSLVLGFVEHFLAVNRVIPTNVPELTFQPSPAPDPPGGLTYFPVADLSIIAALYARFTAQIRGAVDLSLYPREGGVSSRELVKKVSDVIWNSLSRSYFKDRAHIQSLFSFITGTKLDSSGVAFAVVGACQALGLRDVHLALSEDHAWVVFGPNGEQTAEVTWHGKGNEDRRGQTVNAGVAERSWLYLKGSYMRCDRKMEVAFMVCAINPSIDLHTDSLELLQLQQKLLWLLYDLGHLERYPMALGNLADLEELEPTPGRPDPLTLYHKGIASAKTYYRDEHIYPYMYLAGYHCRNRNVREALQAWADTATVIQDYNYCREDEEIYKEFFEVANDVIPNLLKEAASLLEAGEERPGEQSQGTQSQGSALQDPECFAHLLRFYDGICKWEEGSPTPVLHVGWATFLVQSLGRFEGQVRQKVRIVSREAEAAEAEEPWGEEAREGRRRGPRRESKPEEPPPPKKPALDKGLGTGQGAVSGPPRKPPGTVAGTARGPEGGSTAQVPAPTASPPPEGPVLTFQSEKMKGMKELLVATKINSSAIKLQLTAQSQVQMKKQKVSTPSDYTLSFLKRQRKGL
VP16 counter: Gal4-VP16 reporter inhibition counter-screen | Drosophila S2 Gal4-VP16 UAS-luciferase, luminescence, 20 h | Potency, µM (doses to about 53.6 µM), without a hit: at the top dose activity, negative = inhibition, most hits filed as inhibitors | hit rate 3.5% among 310,000 | AID 2546;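 also: Gal4-VP16 expression switched on by copper sulfate through the metallothionein promoter; potency is read from the fitted curve at half-maximal effect; % is scaled to controls: 0 for no effect and ±100 for the full control effect; nearly all actives have a fitted effect of over 50% in size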
* hit, by the source's call; ? = inconclusive; / = not tested or not shown; [ ] = dose if it differs, or a comment. Unless noted, calls follow the shape of the dose curve; as a rule, active = well fitted curve in the direction sought with a large enough effect; inconclusive = small, poorly fitted or top-dose-only effect, or another doubt; inactive = no such curve, though single readings can be large; an effect the other way counts as inactive or inconclusive. Only part of the results is shown; rates above refer to the full screens.

structure	RORg inh	PKM2 activator	Mito fusion act	Rab9 promoter act	MBNL1-CUG inh	ELG1 DNA repair	KCNH2 3.1 inh	FLuc modulator	NPC1 promoter act	Menin-MLL TR inh	VP16 counter
CC1(C)CN(O)CCN1O	-14.5%	-0.7%	-13.5%	-8.0%	0.0%	9.1%	25.5	-0.3%	-3.5%	4.7%	12.9%
CCCC(=O)NC(=S)Nc1ccccc1C(=O)OC	15.8µM*	0.3%	-10.9%	-1.6%	-8.6%	9.9%	9.9	1.1%	-3.2%	-5.1%	?
CC(C)(CO)CNC(=O)CCc1nnc(-c2ccc(-c3ccccc3)cc2)o1	-42.8%	0.2%	4.9%	11.9%	3.2%	?	-2.3	23.9µM*	22.1%	10.8%	-15.4%
S=C(NCc1ccccc1)NCc1ccccc1Cl	12.6µM*	-6.5%	-9.0%	-1.0%	-1.3%	4.3%	-7.4	-18.8%	-0.8%	/	20µM*
C=C(C)CSc1nncn1/N=C/c1ccc(OC)cc1	10.7%	4.7%	-8.9%	3.98µM*	3.4%	?	8.4	12µM*	?	-7.1%	-0.2%
O=C(Nc1nccs1)c1ccc(NC(=O)C2CC=CCC2C(=O)O)cc1 (stereo unspecified)	-19.4%	-4.5%	-7.3%	16.6%	-4.4%	?	-15.4	16.9µM*	5.8%	19.7%	-16.4%
Cc1cc(C)nc(SCC(=O)Nc2ccc(N3CCOCC3)cc2)n1	3.7%[0.365 µM]	4.3%	1.7%	-2.8%	-2.3%	-9.5%	0.1	-2.2%	-1.8%	-16.3%	/
CS/C(=C\[N+](=O)[O-])Nc1ccccc1	-23.4%	-2.5%	-7.0%	/	6.2%	/	-3.8	4.7%	/	-3.3%	-0.6%
CCCC(=O)NCCc1nc2ccccc2n1C	4.0%	-7.2%	0.4%	0.3%	2.4%	14.9%	-18.2	1.0%	1.4%	-6.1%	1.1%
CC(=O)c1ccc(NC(=O)c2cc(C)nc3ccccc23)cc1	?	0.0%	-1.8%	?	33.7%[activator]	?	9.0	?	?	-3.7%	4.4%
COc1cc2ncnc(NCc3ccc(C)cc3)c2cc1OC	1.5%	-13.4%	6.4%	-0.4%	-13.5%	?	-5.3	-5.4%	-1.0%	-0.6%	?
Cc1ccc(S(=O)(=O)N2[C@@H](c3ccccc3)C(C(=O)O)=CC[C@H]2c2cccs2)cc1	/	/	-6.2%	-3.8%	/	2.8%	14.9	0.3%	-0.6%	/	/
C#CCOCCOCCOCCNc1nc(N2CCN(C(=O)[C@H](Cc3ccc(O)cc3)n3cc([C@@H](N)C(C)CC)nn3)CC2)nc(N2CCN(C(=O)[C@H](CCCCN)n3cc([C@@H](N)CO)nn3)CC2)n1 (stereo partly specified)	-17.2%	1.3%	-2.2%	-0.1%	-20.7%	4.8%	-0.1	0.3%	-2.3%	-21.7%	1.5%
Cc1ccc(C(C(=O)NC2CCCCC2)N(C(=O)c2csnn2)C2CC2)cc1 (stereo unspecified)	28.9%	/	0.8%	-1.7%	7.0%	1.7%	-21.4	?	-0.6%	/	1.4%
COc1cccc(NC(=O)c2ccc(S(=O)(=O)N(C)C)cc2)c1	27.1%	7.1%	-0.4%	3.6%	2.7%	11.5%	-7.2	-17.2%	14.5%	17.1%	24.2%
COc1ccccc1-c1nnc(SCC(=O)NC2CCCCC2)n1C	-5.7%	-8.4%	-4.7%	1.0%	-1.4%	11.7%	-6.3	2.4%	-0.4%	5.1%	3.8%
CCCn1c(/C=C/c2ccco2)nc2ccccc21	-37.9%	-15.1%	-5.2%	18.8%	5.8%	?	-2.3	12µM*	19.6%	-24.1%	?
CCOC(=O)c1ccc(NC(=O)CC2C(=O)N(c3cccc(OC)c3)C(=O)N2CCOC)cc1 (stereo unspecified)	-16.3%	-1.6%	0.2%	-1.2%	-12.1%	-13.2%	-7.5	-0.7%	-1.5%	10.2%	?
Cn1c2ccc(F)cc2c2ncn(CC3CCCO3)c(=O)c21 (stereo unspecified)	17.7%	6.0%	2.6%	14.2%	/	16.5%	-1.7	?	0.9%	/	-3.8%
COc1ccc(C)cc1NC(=O)C(NC(=O)c1cc(OC)c(OC)c(OC)c1)C(C)C (stereo unspecified)	-22.8%	0.3%	4.2%	-2.2%	0.0%	6.6%	15.7	-2.5%	-7.0%	-0.3%	-12.9%
Cc1nnsc1C(=O)Nc1cccc(Cl)c1C	1.8%	-2.5%	-4.6%	-2.0%	-11.6%	10.7%	-39.9	-3.5%	-0.1%	12.1%	-1.0%
O=C(NCCCN1CCOCC1)c1ccc(N2CCOCC2)c([N+](=O)[O-])c1	-15.8%	0.6%	1.6%	13.8%	?	8.1%	5.3	6.1%	-1.4%	/	-9.1%
O=C(CCCc1nc(-c2ccccc2Cl)no1)NC1CCCC1	8.91µM*	-0.8%[0.46 µM]	10.3%	-43.8%[inhibitor]	4.7%	-3.1%	1.5	?	-26.6%	0.4%	?
Cc1c(C(=O)/C=C/c2cccs2)oc2ccc(F)cc12	-0.7%	4.6%	0.7%	3.98µM*	2.1%	?	33.0	0.675µM*	3.98µM*	-0.3%	0.1%
Cc1ccc(-c2noc(CSc3nnc(Cc4ccccc4)n3-c3ccc(Cl)cc3)n2)cc1	-8.3%	-2.4%	?	-2.6%	-2.1%	-14.1%	-74.4*	-1.0%	1.1%	?	-8.9%
N#C/C(=C\c1ccc(-c2ccccc2[N+](=O)[O-])o1)C(N)=O	-2.0%	9.0%	0.3%	-1.4%	/	-3.7%	29.2	2.9%	-1.6%	/	11.2%
O=C(c1ccco1)c1cn(CC(=O)N2CCCC2)c2ccccc12	34.6%	-1.0%	-4.1%	-4.4%	4.4%	-0.4%	-4.3	-2.2%	4.0%	-12.4%	5.7%[10 µM]
COC(=O)CNC(=O)CSc1nc2sccc2c(=O)n1-c1ccccc1	19.4%	0.4%	3.9%	-1.9%	-7.4%	0.0%	1.5	-0.7%	0.7%	27.4%	3.6%
CCOC(=O)N1CCN(Cc2nc3cc(NC(=O)c4ccco4)ccc3n2CC)CC1	?	-1.9%	-0.9%	26.5%	-5.5%	-4.5%	/	3.1%	?	-10.2%	-4.4%
CCOC(=O)c1c(/N=C/N(C)C)sc(C(=O)OC)c1C	-13.7%	-19.5%	1.0%	-0.3%	?	?	-6.1	-14.8%	4.8%	7.7%	?
CC(=O)Nc1ccc(S(=O)(=O)N2CCC(NC(=O)C(Cc3ccc(C)cc3)NC(C)=O)CC2)cc1 (stereo unspecified)	-14.9%	-2.3%	-4.9%	-0.1%	2.3%	2.3%	4.0	0.9%	-0.8%	34.0%[activator]	-6.8%
CC1CN(C(NC(=O)c2ccccc2)C(Cl)(Cl)Cl)CC(C)O1 (stereo unspecified)	11.2%	-14.0%	-6.9%	1.6%	-7.1%	-0.4%	-1.4	2.3%	-3.9%	5.6%	18.6%
Cc1ccc(C(=O)N2CCN(S(=O)(=O)c3cc(Br)ccc3Br)CC2)o1	-1.0%	/	6.3%	-1.5%	-6.8%	-14.9%	6.6	3.3%	-5.0%	/	-8.3%
O=C(OC1CCN(c2ncc(C(F)(F)F)cc2Cl)CC1)c1ccccc1	7.6%	1.2%	-9.7%	-2.0%	3.5%	26.4%	-0.1	1.3%	-0.9%	-1.7%	-1.1%
CCOC(=O)c1c(CN2CCN(c3ccccc3)CC2)oc2cc(Br)c(O)cc12	15.8%	/	-12.9%	0.0%	0.6%	-13.5%	-17.9	-2.4%	-4.0%	42.0%[activator]	-4.0%
CN(Cc1ccc(Cl)cc1)C(=O)COC(=O)c1ccc(-c2ccc(O)cc2)cc1	/	/	-1.9%	-0.9%	/	4.3%	2.0	0.8%	-1.2%	/	/
O=C(O)C1CC1(c1ccccc1)c1ccccc1 (stereo unspecified)	-9.9%	2.0%	0.2%	6.4%	-5.0%	-1.2%	-28.9	3.0%	-6.3%	4.8%	-5.5%
O=C(NCc1cccc2ccsc12)c1cccs1	/	/	-4.9%	17.9%	/	?	-30.6	-29.7%	17.9%	/	/
COCc1cc(=O)n2[nH]c(SC)nc2n1	-41.1%	-1.0%	2.2%	-5.6%	-4.6%	11.9%	4.6	1.3%	-4.5%	-2.0%	-1.6%

Screens as filed in PubChem BioAssay.
